# High-throughput results (PubChem)
# HSF-1 GFP decrease: decrease of heat-induced HSF-1 GFP reporter, dose response, NIH3T3 R4 cells, GFP/RFP, cherry-pick, set 3 (AID 493083); NIH3T3 R4 HSF-1 GFP reporter, heat shock, 48 h; activity change, negative = inhibition, % at the top dose, mostly 19.5 µM; hits show AC50 in µM; 2,400 compounds, 4% hits;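 active = compounds lowering signal whose fitted AC50 is at most ten times the top tested dose; inconclusive = flat fit with moderate inhibition, or poor curve fit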;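 also: 0% = neutral control wells and -100% = didemnin B positive control; many of its hits are not listed in these tables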
# An asterisk follows results filed as active; ? = inconclusive. This is a subset; the hit share may differ from the screen's.
SMILES,HSF-1 GFP decrease
COc1ccc(CN2CC=C(c3ccc(F)cc3)CC2)cc1Br,-2.7%
CN=C(SCc1cc2c(cc1Cl)OCO2)c1c(O)n(C)c(=O)n(C)c1=O,?
CSCc1nnc2n1-c1ccc(Cl)cc1C(c1ccccc1)=NC2,-0.1%
CCN1c2nc3c(C)cccn3c(=O)c2CC2(C(=O)N(C)C(=O)N(C)C2=O)C1C (stereo not given),-2.5%
O=[N+]([O-])c1ccc(N2CCNCC2)cc1NCC1CCCO1 (stereo not given),-3.1%
O=[N+]([O-])c1ccc(N2CCCC2)c2ccncc12,15.1%

# Two compounds drawn at random from the list so far:
SMILES,HSF-1 GFP decrease
O=[N+]([O-])c1ccc(N2CCNCC2)cc1NCC1CCCO1 (stereo not given),-3.1%
O=[N+]([O-])c1ccc(N2CCCC2)c2ccncc12,15.1%

# Molecules from the list above containing a Cl atom (two):
SMILES,HSF-1 GFP decrease
CN=C(SCc1cc2c(cc1Cl)OCO2)c1c(O)n(C)c(=O)n(C)c1=O,?
CSCc1nnc2n1-c1ccc(Cl)cc1C(c1ccccc1)=NC2,-0.1%
